# ADAM17 inh = ADAM17 inhibition, QFRET primary screen; recombinant ADAM17, EDANS/DABCYL FRET peptide cleavage; P78536; inhibition, % at 6.95 µM; 370,000 compounds, 0.83% hits; AID 720648;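 active = inhibition above the mean of compounds lying between control limits plus 3 SD, set per campaign, cut at about 8.5% in these data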;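 note: 0% = DMSO-only wells as the low control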
# TDP2 absorb = blocks human TDP2 phosphodiesterase activity; 370,000 compounds, 0.34% hits; O95551; inhibition, % at 12.8 µM; recombinant TDP2, T5PNP hydrolysis, p-nitrophenol absorbance 415 nm;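 active = inhibition above the mean of all tested compounds plus 3 SD, set per campaign, cut at about 25% in these data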;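 note: 0% = DMSO with enzyme and 100% = buffer with substrate but no TDP2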
#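 Test system: Human TDP2 enzyme | Reagent: 5 mM T5PNP | Compound dosing: 12.8 µM single point, 1% DMSO | Incubation: Enzyme reaction with compound for 2 h at 37 °C | Technique: p-Nitrophenol epi absorbance | Read-out: % inhibition relative to enzyme-containing and enzyme-free wells | Benchmarks: High control without enzyme, low control DMSO plus TDP2 | Replicates: Singlicate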
# KLK7 zymogen act = activates the human kallikrein-7 zymogen. purified proKLK7, EDANS-DABCYL substrate fluorescence; 100% is mature enzyme control, 0% vehicle. 370,000 compounds, 0.9% hits. activation, % at 7 µM. P49862;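 active = activation above the mean of all tested compounds plus 3 SD, computed per campaign excluding outliers beyond control limits, cut at about 13% in these data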
# DDE Tn6 FP inh = inhibitors of Tn6 peptide binding to human fibrin DD(E); P02675; Fibrin DD(E) TRITC-Tn6 fluorescence polarization displacement; inhibition, % at 8.3 µM; 370,000 compounds, 0.21% hits;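 active = inhibition above a per-campaign cutoff: mean of compounds within control limits plus 3 SD, cut at about 15% in these data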;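 note: 0% = median of all compound wells on the plate and 100% = blocking peptide control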
# Target sequence (P02675 whole entry, looked up): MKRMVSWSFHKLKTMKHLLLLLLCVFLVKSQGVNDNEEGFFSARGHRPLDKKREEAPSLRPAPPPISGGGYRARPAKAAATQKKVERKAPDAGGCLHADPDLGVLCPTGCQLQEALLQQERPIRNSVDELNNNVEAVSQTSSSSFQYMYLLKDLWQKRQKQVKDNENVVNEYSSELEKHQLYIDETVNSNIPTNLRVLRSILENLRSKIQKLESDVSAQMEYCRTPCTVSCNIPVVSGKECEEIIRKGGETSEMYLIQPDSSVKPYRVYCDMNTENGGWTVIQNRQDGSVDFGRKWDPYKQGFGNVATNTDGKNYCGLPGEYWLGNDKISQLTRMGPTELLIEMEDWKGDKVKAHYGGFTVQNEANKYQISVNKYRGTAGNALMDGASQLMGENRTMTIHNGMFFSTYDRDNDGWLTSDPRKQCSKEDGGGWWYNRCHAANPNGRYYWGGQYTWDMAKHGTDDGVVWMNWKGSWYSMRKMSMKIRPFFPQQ
# LEDGF integ inh = blocks HIV-1 LEDGF/p75-dependent DNA integration; AID 743269; inhibition, % at 3.7 µM; 370,000 compounds, 0.64% hits; TR-FRET IN-LEDGF/p75 DNA integration, Eu/Cy5;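 active = inhibition above the screen-wide mean plus 3 SD, cut at about 13% in these data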;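 note: signal is the Cy5 over europium emission ratio at 671 and 618 nm; 0% = plate median of compound wells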
# ADAM10 inh = ADAM10 inhibition, QFRET primary screen | O14672 | recombinant ADAM10, EDANS/DABCYL FRET peptide cleavage, 3 h | inhibition, % at 7 µM | 370,000 compounds, 0.62% hits;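 active = inhibition above a per-campaign cutoff equal to the mean of compounds falling between control-based bounds plus 3 SD, cut at about 20% in these data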;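 note: 0% = DMSO wells while the 100% control is not disclosed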
# ASAP1 inh = blocks human ASAP1-stimulated Arf1 GTP hydrolysis | Q9ULH1 | GDP FP detection | inhibition, % at 16.5 µM | 360,000 compounds, 0.19% hits; in the data active = inhibition above about 25%;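 note: 0% = vehicle with enzyme and substrate and 100% = no enzyme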
# Target sequence (Q9ULH1 325-724 limits assumed): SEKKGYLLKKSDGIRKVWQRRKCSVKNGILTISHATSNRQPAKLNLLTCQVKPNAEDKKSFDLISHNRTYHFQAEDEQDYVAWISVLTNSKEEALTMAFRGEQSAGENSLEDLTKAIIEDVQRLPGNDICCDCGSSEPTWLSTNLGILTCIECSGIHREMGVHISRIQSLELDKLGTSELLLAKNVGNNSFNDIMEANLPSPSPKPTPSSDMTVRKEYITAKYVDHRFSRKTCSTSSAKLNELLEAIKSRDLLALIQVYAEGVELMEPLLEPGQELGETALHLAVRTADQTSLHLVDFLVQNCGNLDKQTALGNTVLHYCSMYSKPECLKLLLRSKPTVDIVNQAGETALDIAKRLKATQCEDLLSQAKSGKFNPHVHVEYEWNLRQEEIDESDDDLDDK
# DDE Tn7 FP inh = DD(E)-Tn7 binding inhibition, primary FP screen; FP displacement of FITC-Tn7 peptide from fibrin DD(E); 0% = median of compound wells per plate; inhibition, % at 8.3 µM; 370,000 compounds, 0.13% hits; AID 720508;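 active = inhibition above the mean of compounds falling within the control limits plus 3 SD of them, cut at about 14% in these data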;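 note: 0% = plate median of compound wells and 100% = 10 µM Aha-Tn7 peptide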
#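 Assay system: Fibrin-DD(E) protein isolated from polymerized human fibrin clots; read-out basis: percent inhibition; medium: Tris/NaCl/CaCl2 buffer, pH 7.8; signal: FP measurement; incubation: 10 min plus 3 h, room temperature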
# PLCg1 inh = blocks human PLC-gamma1 enzyme activity; 370,000 compounds, 0.84% hits; purified PLC-gamma1, fluorogenic substrate, fluorescence; P19174; inhibition, % at 12.2 µM; in the data active = inhibition above about 9.5%
# ARFGAP1 inhibitor = inhibitors of rat ARFGAP1. Arfgap1-stimulated ARF1 GTP hydrolysis, GDP FP detection. inhibition, % at 16.5 µM. 360,000 compounds, 0.26% hits. AID 651572;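 active = inhibition above a per-plate limit, mean inhibition of low control wells plus 3 SD, cut at about 25% in these data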;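 note: 0% = DMSO wells with enzyme and 100% = wells lacking Arfgap1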
# Target sequence (Q62848 1-136 limits assumed): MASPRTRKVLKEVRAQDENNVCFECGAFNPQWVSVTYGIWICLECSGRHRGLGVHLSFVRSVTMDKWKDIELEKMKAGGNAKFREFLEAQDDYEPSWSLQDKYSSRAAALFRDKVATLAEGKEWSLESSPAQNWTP
#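 Material: truncated rat Arfgap1 GAP domain; Incubation: compound-enzyme preincubation 20 min, reaction 120 min, detection 60 min, 25 °C; Read-out: percent inhibition of Arfgap1-stimulated GTP hydrolysis; Technique: FP, GDP Alexa 633 tracer displaced from anti-GDP antibody, 620/688 nm; Controls: No-Arfgap1 wells (100%) versus DMSO full-reaction wells (0%); Replication: single well per compound.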
# * hit, by the source's call; / = not tested or not shown.
no.	ADAM17 inh	TDP2 absorb	KLK7 zymogen act	DDE Tn6 FP inh	LEDGF integ inh	ADAM10 inh	ASAP1 inh	DDE Tn7 FP inh	PLCg1 inh	ARFGAP1 inhibitor	Structure
1	-5	-9	-0.3	6	-2	-6	-4	-1	0	-4	C[C@@H](NC(=O)c1nc[nH]c1C(=O)N1CCN(C(=O)OC(C)(C)C)CC1)c1ccccc1
2	2	-6	0.4	-1	2	12	-2	-1	2	-9	Cc1cccc(OCC(=O)O/N=C(\N)Cc2ccc(Cl)cc2)c1
3	-5	2	-0.3	1	-2	1	-2	1	-1	7	CC1CN(S(=O)(=O)c2cccc(C(=O)NCC3COc4ccccc4O3)c2)CC(C)O1 (centres undefined)
4	-2	9	0.3	10	1	2	2	5	-4	2	Cc1nc(C(=O)Nc2ccccc2)sc1C1(C)CC(c2cccnc2)=NO1 (centres undefined)
5	-4	3	0.1	-2	-1	-3	-11	10	1	13	COC(=O)[C@]1(CC(C)C)N[C@H](c2ccc(-c3ccc(F)cc3)cc2)[C@@H]2C(=O)N(C)C(=O)[C@@H]21
6	-12	6	1.3	-12	-4	-27	-6	-1	-30	-7	COc1ccc(-c2c3c(=O)n(C)c(=O)n(C)c3cn2NC(C)=O)cc1
7	-77	1	13*	-2	2	-307	3	8	-292	-16	CN(C)/C=N/c1nc2nccc(-c3cccnc3)n2n1
8	4	-16	-0.2	8	1	4	2	-12	2	0	CCOc1ccc(N(CC(=O)N/N=C/c2cccnc2)S(C)(=O)=O)cc1
9	0	-2	2.6	-1	-1	0	-3	2	1	3	Cc1cccnc1NC(=O)c1ccccc1NC(=O)C(C)(C)C
10	-1	11	0.2	-3	0	0	10	-4	-2	1	CCOC(=O)C1=C(COC(=O)CNC(=O)c2ccc(Cl)cc2Cl)NC(=O)NC1C (centres undefined)
11	-4	1	-0.4	0	-1	0	14	6	-3	-2	CC(c1ccco1)N(C(=O)c1cccc(Br)c1)c1ccccn1 (centres undefined)
12	-4	-3	-0.9	5	2	-20	-10	2	0	2	CC1CCCCN1C(=O)COC(=O)/C=C/c1ccc2ccccc2n1 (centres undefined)
13	3	-1	0.5	7	-2	5	-6	-4	11*	7	COc1ccc(/C=N/NS(=O)(=O)c2ccc(C)cc2)cc1OC(=O)c1ccccc1
14	-6	4	0.2	5	-2	-18	0	-1	-19	-15	Cc1cccc(/C=N/c2sc3c(c2C(=O)OC(C)(C)C)CCN(C)C3)c1O
15	-3	1	0.0	-6	-6	-6	-7	1	-2	-3	Cc1ccc(NC(=O)N2CCCC(c3nc(-c4ccc(F)cc4)no3)C2)cc1 (centres undefined)
16	-2	-7	0.5	-6	-4	-3	0	-2	2	0	O=C(c1ccc(Br)o1)N1CCN(c2ccccc2F)CC1
17	2	2	0.9	-4	3	8	2	-6	2	-4	COC(=O)Cc1ccc(N(Cc2ccccc2F)S(=O)(=O)c2ccc(C)cc2)cc1
18	1	-1	-0.3	2	2	3	-5	-10	1	-8	CCc1c(C)nc2ncnn2c1N1CCCC(C(=O)NCc2ccc3c(c2)OCO3)C1 (centres undefined)
19	0	6	0.4	1	4	-5	-18	-5	4	2	CC(=O)O[C@H]1CC(=O)OC(C)(C)C2CC(=O)[C@]3(C)C(CC[C@@](C)([C@@H](O[C@@H]4O[C@H](CO)[C@@H](O)[C@H](O)[C@H]4O)c4ccoc4)[C@@]34O[C@@H]4C(=O)O)[C@]21C (some centres undefined)
20	-2	-10	0.2	-1	-3	-1	3	-9	-1	-3	CC(C)[C@H](NC(=O)c1ccccc1)C(=O)OCC(=O)N1CCCc2ccccc21
21	-6	5	0.2	10	0	-4	0	1	1	0	CC(C(=O)OCC(=O)N(C)C1(C#N)CCCCC1)N1C(=O)c2ccccc2C1=O (centres undefined)
22	-4	-11	-0.1	-8	-3	4	0	-6	-4	-4	Cc1ccc(S(=O)(=O)CC(=O)Nc2nc(C(C)(C)C)cs2)cc1
23	0	7	0.8	-4	-3	-3	10	-2	2	1	CCOc1ccc(NC(=O)CN(C)C(=O)c2ccccc2SCc2c(C)noc2C)cc1OCC
24	-5	4	-0.2	6	-5	-7	-9	2	-2	-3	CCOC(=O)CC(NC(=O)CCc1c(C)nc2nc(C)nn2c1C)c1ccc(C)cc1 (centres undefined)

# Whole records, looked up by structure:
# Cc1ccc(S(=O)(=O)CC(=O)Nc2nc(C(C)(C)C)cs2)cc1 across the screens: ADAM17 inh: -4; TDP2 absorb: -11; KLK7 zymogen act: -0.1; DDE Tn6 FP inh: -8; LEDGF integ inh: -3; ADAM10 inh: 4; ASAP1 inh: 0; DDE Tn7 FP inh: -6; PLCg1 inh: -4; ARFGAP1 inhibitor: -4
# CCc1c(C)nc2ncnn2c1N1CCCC(C(=O)NCc2ccc3c(c2)OCO3)C1 (centres undefined) across the screens: ADAM17 inh: 1; TDP2 absorb: -1; KLK7 zymogen act: -0.3; DDE Tn6 FP inh: 2; LEDGF integ inh: 2; ADAM10 inh: 3; ASAP1 inh: -5; DDE Tn7 FP inh: -10; PLCg1 inh: 1; ARFGAP1 inhibitor: -8
# CC(C(=O)OCC(=O)N(C)C1(C#N)CCCCC1)N1C(=O)c2ccccc2C1=O (centres undefined) across the screens: ADAM17 inh: -6; TDP2 absorb: 5; KLK7 zymogen act: 0.2; DDE Tn6 FP inh: 10; LEDGF integ inh: 0; ADAM10 inh: -4; ASAP1 inh: 0; DDE Tn7 FP inh: 1; PLCg1 inh: 1; ARFGAP1 inhibitor: 0

# The main list resumes, starting two compounds before the break.
no.	ADAM17 inh	TDP2 absorb	KLK7 zymogen act	DDE Tn6 FP inh	LEDGF integ inh	ADAM10 inh	ASAP1 inh	DDE Tn7 FP inh	PLCg1 inh	ARFGAP1 inhibitor	Structure
23	0	7	0.8	-4	-3	-3	10	-2	2	1	CCOc1ccc(NC(=O)CN(C)C(=O)c2ccccc2SCc2c(C)noc2C)cc1OCC
24	-5	4	-0.2	6	-5	-7	-9	2	-2	-3	CCOC(=O)CC(NC(=O)CCc1c(C)nc2nc(C)nn2c1C)c1ccc(C)cc1 (centres undefined)
25	2	10	0.2	-7	5	10	5	-4	4	5	COC(=O)CCC(C)C1CCC2C3C(OC(C)=O)CC4CC(O)CCC4(C)C3CC(O)C12C (centres undefined)
26	-4	-16	-0.7	1	2	11	-19	2	7	-5	Cn1cc(CN(CCO)Cc2cccs2)c(-c2ccccc2F)n1
27	-6	2	0.2	7	-3	-4	7	-8	-2	6	O=C(c1cc2n(n1)C(C(F)(F)F)CC(c1ccc(Cl)cc1)N2)N1CCCC1 (centres undefined)
28	-3	10	0.0	3	0	-3	0	-6	-2	2	CCC(=Cc1ccc(CC)cn1)CC
29	0	-2	0.0	-5	-2	2	-3	4	-4	0	O=C(NN=C1CCCCCC1)c1c[nH]c2ccccc12
30	-2	15	0.3	0	0	2	4	5	0	-8	COc1ccccc1-n1c(SCC(=O)OC(C)C)nc2cccnc21
31	-3	11	0.1	8	-1	1	3	8	1	-13	O=C(NCc1c(Cl)cccc1Cl)c1ccc2nnsc2c1
32	4	-1	-0.2	-6	2	10	9	6	-1	0	N#Cc1sc(NCc2cccc(Cl)c2)nc1Cl

# Entries by screen from the list:
# Entries 25 to 31 in ASAP1 inh, in turn: 5, -19, 7, 0, -3, 4, 3

# More entries:
no.	ADAM17 inh	TDP2 absorb	KLK7 zymogen act	DDE Tn6 FP inh	LEDGF integ inh	ADAM10 inh	ASAP1 inh	DDE Tn7 FP inh	PLCg1 inh	ARFGAP1 inhibitor	Structure
33	-4	2	0.1	9	0	6	0	4	1	2	Cc1cc(C)c(S(=O)(=O)c2ccccc2)c(OC(=O)c2c(F)cccc2Cl)n1
34	-4	0	0.6	1	-1	-7	-6	-2	2	-4	N#Cc1ccc(S(=O)(=O)N2CCN(CN3C(=O)CC4(CCCC4)C3=O)CC2)cc1
35	-3	6	0.1	-2	-1	-9	10	-2	1	-2	CCCN1CN(Cc2ccccc2)CC2=C1CC(C)(C)CC2=O
36	-3	-2	1.5	9	5	-36	8	-14	-4	0	COc1ccc([C@H]2C=C(C(=O)O)O[C@@H](OCc3ccc(CO)cc3)C2)cc1
37	0	-2	0.9	3	-3	-7	/	1	0	/	COc1ccc(CCNC(=O)Cn2nc(-c3ccccc3)ccc2=O)cc1
38	-2	-7	0.1	0	6	18	-2	4	3	-4	COc1ccccc1NC(=O)NCCN1CCCCC1
39	-3	2	0.0	8	-4	-12	3	-6	-1	0	CCN(CC)Cc1ccccc1CNC(=O)c1cccc(S(=O)(=O)Nc2ccc3c(c2)OCO3)c1
40	-1	8	0.0	4	2	2	-4	2	2	3	O=C(O)C1=C(C(=O)N2CCN(C(=O)c3ccco3)CC2)CCCC1
41	-2	6	0.1	-1	-1	-15	9	8	3	2	COc1ccc(C(=O)c2cc([N+](=O)[O-])ccc2N2CCCC2)cc1
42	-4	-17	0.1	6	-4	-2	0	5	0	-8	Cc1cccc(N(C(=O)c2ccco2)C(C(=O)NC2CCCC2)c2cccnc2)c1C (centres undefined)
43	0	-28	0.1	-9	7	2	9	7	6	-6	Cc1cccc(CN2CCN(CC(=O)O)C2=O)c1
44	-3	-10	-0.2	2	-9	-13	-3	6	-6	7	Cc1noc(C)c1COc1ccc(C(=O)N2CCCC(C(F)(F)F)C2)cc1 (centres undefined)
45	-73	5	-7.5	1	2	-158	4	0	-287	6	CCOC(=O)c1sc(Nc2nc3cc4c(cc3s2)OCO4)cc1C
46	8.9*	-9	0.3	-3	4	8	-6	0	4	8	C[C@@H]1CN([C@H](C)CO)C(=O)c2c(c3ccccc3n2C)-c2ccccc2CO[C@H]1CN(C)Cc1ccc(-c2ccccc2)cc1
47	0	1	0.5	2	3	1	-6	-8	5	16	CC(C)n1cc(CNC(=O)C2CCC(=O)N(Cc3ccccc3F)C2)cn1 (centres undefined)
48	-1	-8	-0.4	-7	2	-7	-5	7	-2	5	Cc1cc(C)cc(NC(=O)Cn2c(=O)oc3cc(S(=O)(=O)N4CCC(C)CC4)ccc32)c1
49	0	4	0.3	-7	1	-7	-3	-1	0	9	COc1c[nH]n(C2CCCCC2)c(=O)c1=O
50	-3	-3	-0.2	4	-4	4	-16	0	-4	3	CC1=C(C(=O)Nc2ccccc2)C(c2ccncc2)C(C#N)=C(SCC(=O)NC(C)C)N1 (centres undefined)
